ERG-DNA inh: blocks human ERG Ets domain binding to DNA | P11308 | fluorescence polarization, His-ERG Ets domain / labelled DNA | Potency, µM (top dose mostly 76.9 µM), without a hit: at the highest dose FP activity, negative = inhibition, hits mostly inhibitors | hit rate 0.028% among 370,000 | AID 624246; active = well fitted inhibition curve with a large enough effect in the polarisation, with a control signal flat; inconclusive = small, poorly fitted or top-dose-only effect, or effect the other way, or a change in a side signal; inactive = no such curve, though single readings can be large or run the other way; the % refers to the polarisation;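 note: polarization taken with two DNA probes labelled with fluorescein and Texas red; potency is the fitted concentration of half-maximal effect; % of control where 0% means no effect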
Target sequence (P11308 whole entry, looked up, the tested form may be a part): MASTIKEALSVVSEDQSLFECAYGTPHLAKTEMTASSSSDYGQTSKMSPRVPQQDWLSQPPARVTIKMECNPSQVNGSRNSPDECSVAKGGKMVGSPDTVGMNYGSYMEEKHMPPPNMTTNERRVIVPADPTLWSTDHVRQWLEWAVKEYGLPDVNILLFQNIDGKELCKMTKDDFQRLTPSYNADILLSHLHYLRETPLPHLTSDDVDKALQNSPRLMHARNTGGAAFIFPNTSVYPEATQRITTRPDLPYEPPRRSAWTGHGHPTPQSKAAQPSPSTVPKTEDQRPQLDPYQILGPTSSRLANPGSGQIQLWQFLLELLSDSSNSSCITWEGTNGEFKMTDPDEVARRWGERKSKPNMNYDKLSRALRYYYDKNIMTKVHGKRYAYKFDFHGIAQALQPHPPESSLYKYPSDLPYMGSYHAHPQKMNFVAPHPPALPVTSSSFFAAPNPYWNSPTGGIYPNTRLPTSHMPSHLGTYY
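His-tagged ERG Ets domain (1 uM in the protein solution; 300mM KCl, 50mM Tris-HCl, 1mM EDTA, 1mM DTT, pH 7.5) received compound, then a probe mix of 5 nM fluorescein-DNA and 100nM Texas-615-DNA. Fluorescence polarization was read for both dyes.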
Apoferritin bind: candidate novel general anesthetic via apoferritin binding. hit rate 0.074% among 350,000. AID 485281. apoferritin/1-aminoanthracene competitive binding, fluorescence. Potency, µM (highest dose often 77.5 µM), inactives show at the top dose activity change, negative = displacement, actives largely listed as inhibitors; note: potency is the fitted concentration of half-maximal effect; % is set by controls: 0 for no effect and ±100 for the full control effect; nearly all actives have a fitted effect of over 20% in size
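In PBS, apoferritin at 10 uM is loaded with 1-AMA from a 50% saturated solution. After 10 min of compound exposure at ambient temperature, reduced 535 nm fluorescence indicates probe displacement.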
APEX1 inh: APE1 (human) endonuclease inhibition | P27695 | recombinant APE1, TAMRA/BHQ-2 abasic DNA cleavage fluorescence | Potency, µM (doses to about 65.8 µM), for inactives: at the top dose activity change, negative = inhibition, most hits filed as inhibitors | hit rate 0.35% among 350,000 | AID 2517;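 note: potency is the fitted concentration of half-maximal effect; plate controls were vehicle for no effect and reference inhibitor for full effect; nearly all actives have a fitted effect of over 55% in size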
Target sequence (P27695 whole entry, looked up): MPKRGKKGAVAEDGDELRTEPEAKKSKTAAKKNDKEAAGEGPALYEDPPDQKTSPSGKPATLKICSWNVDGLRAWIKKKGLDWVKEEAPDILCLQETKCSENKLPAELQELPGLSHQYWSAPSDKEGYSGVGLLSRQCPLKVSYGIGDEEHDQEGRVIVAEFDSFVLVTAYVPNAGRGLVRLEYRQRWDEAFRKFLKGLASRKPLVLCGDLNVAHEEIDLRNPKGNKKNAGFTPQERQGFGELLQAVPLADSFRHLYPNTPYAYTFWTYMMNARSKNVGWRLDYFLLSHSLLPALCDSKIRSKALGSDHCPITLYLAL
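Quantitative HTS: incision of a TAMRA/BHQ-2 double-stranded substrate bearing a tetrahydrofuran abasic site by 0.75 nM APE1 raises fluorescence. Substrate 50 nM final, added after 15 min compound preincubation at room temperature; progress as third-minus-first kinetic read difference.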
12-LOX inh: ALOX12 (human) lipoxygenase inhibition | P18054 | purified 12hLO, xylenol orange hydroperoxide absorbance | Potency, µM (top dose mostly 108 µM), for the others: at the top dose activity change, negative = inhibition, actives largely listed as inhibitors | hit rate 1.1% among 580,000 | AID 1671190; note: potency is the fitted concentration of half-maximal effect; % is set by controls: 0 for no effect and ±100 for the full control effect
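Purified human 12hLO (150 nM final) in 25 mM Hepes, 0.01% Triton X-100, pH 7.0 was preincubated 15 min at room temperature with compound. Then 40 uM arachidonic acid was added, 30 min. Hydroperoxide was read by Fe-XO absorbance ratio 573/405 nm.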
LDHA inh: LDHA (human) enzyme inhibition. purified LDHA, NADH/diaphorase-resazurin fluorescence; active compounds read low. hit rate 0.15% among 480,000. activity change, % (values are at about 110 or 230 µM). P00338; in the data active = activity change below about -30%; inconclusive = mostly about -25% to -30%;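 note: plate controls were DMSO wells for no effect and wells without enzyme for full effect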
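Resorufin fluorescence (ex540/em590), read at 0 and 20 min after diaphorase/resazurin addition, reports the NADH left after a 5 min room-temperature reaction of 2 nM human LDH5 with 0.06 mM NADH and 0.2 mM pyruvate.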
POLH inh: blocks human DNA polymerase eta activity | Q9Y253 | AID 588591 | hit rate 1.2% among 390,000 | Potency, µM (highest dose often 114 µM), without a hit: at the highest dose activity change, negative = inhibition, usual class: inhibitors | recombinant Pol eta, fluorescent DNA replication assay; note: potency is the fitted concentration of half-maximal effect; % is set by controls: 0 for no effect and ±100 for the full control effect
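Fluorescent replication assay: 50 nM final substrate added after a 15 min room-temperature compound preincubation with 10 nM enzyme. Signal taken at 0 min and again at 10 min.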
POLK inh: blocks human DNA polymerase kappa activity; Potency, µM (titrated, usually from 107 µM), without a hit: at the top dose activity, negative = inhibition, hits mostly inhibitors; Q9UBT6; purified Pol kappa, fluorescent DNA synthesis assay, 10 min; hit rate 0.53% among 400,000; note: potency is the fitted concentration of half-maximal effect; % is set by controls: 0 for no effect and ±100 for the full control effect
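Kinetic fluorescence screen: compound preincubated 15 min RT with 10 nM enzyme; 50 nM substrate (final) initiates; reads at 0/10 min.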
RGS4 inhibitor: blocks human RGS4-accelerated GTP hydrolysis; P49798; Transcreener GDP fluorescence polarization, RGS4-accelerated GTP hydrolysis; Potency, µM (series often up to 114 µM), for inactives: at the top dose activity change, negative = inhibition, hits mostly inhibitors; hit rate 0.039% among 390,000; note: potency is the fitted concentration of half-maximal effect; % is set by controls: 0 for no effect and ±100 for the full control effect; nearly all actives have a fitted effect of over 75% in size; some results filed as inactive show a strong effect at the top dose
Target sequence (P49798 whole entry, looked up): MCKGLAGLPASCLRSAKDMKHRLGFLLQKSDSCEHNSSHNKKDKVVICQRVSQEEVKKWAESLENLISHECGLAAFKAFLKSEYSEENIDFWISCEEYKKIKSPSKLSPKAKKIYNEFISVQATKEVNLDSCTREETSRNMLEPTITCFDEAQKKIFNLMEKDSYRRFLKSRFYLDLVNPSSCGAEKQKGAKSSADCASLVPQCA
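MLSMR compounds (23 nl, pin-transferred) preincubated 10 min at room temperature with a 500nM (2x) first reagent, then RGS4 at 900nM (2x) plus Transcreener GDP mix added; fluorescence polarization (620/688 nm) read before and after 90 min at 30 °C.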
Pol beta inh: blocks human DNA polymerase beta activity; P06746; Pol beta primer extension/strand displacement, fluorescence kinetic; Potency, µM (top dose mostly 114 µM), for the others: at the highest dose activity change, negative = inhibition, actives largely listed as inhibitors; hit rate 1.3% among 340,000; AID 485314; note: potency is the fitted concentration of half-maximal effect; % is set by controls: 0 for no effect and ±100 for the full control effect
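Enzyme-only controls used 10 nM Pol beta; buffer lacking enzyme served as negative control. Compound preincubated 15 min, then 50 nM substrate added; 0 and 10 min reads at room temperature.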
Starred values were filed as active, the others as inactive; ? = inconclusive; nt = no result given; [ ] = another dose, or the depositor's remark. Unless noted, calls come from the whole dose curve; as a rule, active = well fitted curve in the direction sought with a large enough effect; inconclusive = small, poorly fitted or top-dose-only effect, or another doubt; inactive = no such curve, though single readings can be large; an effect the other way counts as inactive or inconclusive. This is a subset; count on the stated rates, not on these rows.

SMILES | ERG-DNA inh | Apoferritin bind | APEX1 inh | 12-LOX inh | LDHA inh | POLH inh | POLK inh | RGS4 inhibitor | Pol beta inh
CCOc1ccc(S(=O)(=O)N(CC(=O)Nc2cccnc2)c2ccccc2)cc1 | -3% | 169%[activator] | nt | -17% | 0 | -14% | 8% | -14% | 8%
N#CC1=C(N)Oc2n[nH]c(-c3cccs3)c2C1c1ccccc1C(=O)O (centres undefined) | -2% | 3% | -7% | -17% | -6 | -16% | -4% | -23% | -8%
Fc1cccc(/C=N/Nc2ccc3ccccc3n2)c1 | -7% | -13% | -1% | 2% | -1 | -17% | -1% | 0% | -1%
O=C(N/N=C/c1ccc(OCc2ccccc2)cc1)c1cccs1 | 6% | -11% | -1% | 0% | -6 | 6% | -23% | 2% | -23%
CCCOc1ccccc1-c1nc(SCC(=O)c2ccccc2)n[nH]1 | 8% | -7% | nt | ? | -10 | -9% | -16% | 31% | 3%
O=C(NCc1ccc(F)cc1)C1CCN(S(=O)(=O)c2cccnc2)CC1 | -11% | -1% | 0% | -7% | -3 | 11% | 0% | 13% | 1%
COc1c(Br)cc2c(C)c(C(=O)O)oc2c1Br | 7% | 2% | 2% | ? | -6 | -14% | 1% | 3% | 1%
NC(=O)C1=C[C@@H](c2ccccc2)C[C@@H](OCCCCO)O1 | 4% | nt | nt | -16% | 13 | -3% | 15% | -20% | nt
Cc1nc2ccc(C(=O)OCc3ccccc3Br)cc2nc1C | nt | -13% | 6% | 13% | 3 | -3% | -4% | 16% | 0%
COc1ccc(Br)cc1CN1CCCC(C(=O)N2CCCCCC2)C1 (centres undefined) | 0% | -13% | 1% | ? | -33* | ? | -4% | ? | 2%
CCCc1nnc(NC(=O)CCC(=O)NCc2ccc(OC)cc2)s1 | 6% | 3% | 8% | 0% | -11 | -16% | -17% | -8% | 18%
O=C(CCc1nc2ccccc2c(=O)[nH]1)N1CCN(c2ccc(F)cc2)CC1 | 0% | 46%[activator] | -3% | -7% | -12 | -6% | -2% | 12% | -2%
CN(C)N=Nc1ccc(-c2cn(Cc3ccccc3)cn2)cc1 | 3% | -14% | -1% | ? | -2 | -8% | -8% | ? | 16%
COc1ccccc1NC(=O)c1c(NC(=O)c2ccccc2F)sc2c1CCC2 | -8% | 4% | nt | -7% | -12 | -9% | -1% | 2% | 34%
C/C(=N\NC(=O)CN(c1ccc(C)cc1)S(C)(=O)=O)c1cccs1 | 3% | 3% | -1% | ? | -7 | -2% | 0% | -19% | 34%
CCOc1cccc(-c2nc3ccccc3c(=O)o2)c1 | 0% | 4% | nt | -7% | -12 | -19% | -9% | -5% | 30%
c1nc(NCCN2CCOCC2)c2c3c(sc2n1)CCCCC3 | 12% | -12% | 1% | 12% | 4 | 10% | -12% | -6%[56.9 µM] | 2%
O=C(CN1C(=O)NC2(CCCCC2)C1=O)N1CCOCC1 | nt | nt | 10% | 172%[activator] | 0 | -14% | 3% | ? | nt
CCOC(=O)c1c(C)n(O)c2ccc(Cl)cc2c1=O | 3% | 126%[activator] | -2% | -9% | -5 | -3% | -10% | -10% | 1%
COc1cccc(C2CC(=O)Nc3cc4c(cc32)CCC4)c1 (centres undefined) | 6% | -19% | -2% | 0% | -2 | -18% | -9% | -16% | -17%
C=CCN1C(=O)CC(C(=O)NC)SC1=Nc1ccc(C(=O)OCC)cc1 (centres undefined) | -5% | 1% | 0% | -4% | 2 | -8% | -4% | 11% | -8%
COC(=O)c1ccccc1NC(=O)c1noc2c1CC(C(C)(C)C)CC2 (centres undefined) | -20% | -1% | -1% | -10% | -5 | -12% | -6% | 4% | -3%
O=C1CCCc2c1cc(C(=O)NCc1ccco1)c(=O)n2-c1ccccc1 | -4% | -8% | 2% | 30% | -3 | 10% | -10% | 10%[56.9 µM] | 9%
Cc1ccc(S(=O)(=O)Oc2ccccc2/C=N/NC(=O)c2nn(C)cc2[N+](=O)[O-])cc1 | -3% | 0% | 18% | 6% | -5 | -23% | 0% | -1% | 0%[57.1 µM]
COc1ccc(CC(=O)Nc2nc(-c3ccc(F)c(F)c3)cs2)cc1 | 6% | 3% | -9% | -14% | -4 | -26% | -17% | -16% | 2%
COc1ccc(S(=O)(=O)N(C)Cc2cccs2)cc1Br | 2% | -4% | -6% | 0% | -8 | -10% | -8% | 5% | 14%
COc1ccc(Br)cc1S(=O)(=O)n1nc(C)cc1C | 1% | -12% | 35% | -2% | -3 | 5% | 4% | 6% | 56%
C=CCn1c(SCC(N)=O)nnc1-c1cccc(Br)c1 | -7% | -7% | -4% | -4% | -4 | -9% | -20% | 4% | 0%
Cc1cnc(NC(=O)c2ccncc2)s1 | 0% | -7% | 1% | -2% | -9 | 1% | 1% | 26% | 10%
c1ccc2c(c1)oc1c(Nc3ccc4c(c3)OCO4)ncnc12 | 1% | 34%[activator] | -5% | 29% | 2 | 1% | -13% | -5% | 5%
Cc1nn2c(CN(C(=O)COc3ccccc3)c3ccccc3)nnc2c2ccccc12 | -4% | -15% | 18% | -7% | -6 | -7% | 6% | 5% | 0%
Cc1ccccc1C(=O)Nc1ccc(OCc2cc(=O)n3ccccc3n2)cc1 | -6% | 0% | nt | -9% | -1 | -14% | -10%[60.1 µM] | -46% | ?
CN(C)Cc1nc2ccccc2c(=O)n1CC(=O)Nc1cccc(S(=O)(=O)N2CCOCC2)c1 | -3% | -7% | -5% | -3% | -2 | -6% | -8% | 0% | -19%
COc1ccc(N2C(=O)C3CCCN3C2c2cccc(C)c2)cc1Cl (centres undefined) | 2% | -1% | -2% | -20% | 7 | -1% | -8% | 0% | -18%
O=C(COc1ccccc1Cl)Nc1ccccc1C(=O)Nc1cccc(C(=O)O)c1 | 2% | -6% | 39% | -11% | -6 | -2% | -11% | 31% | 28%
O=C(CSc1nnnn1-c1ccccc1)N1CCc2ccccc2C1 | -2% | -12% | -3% | -8% | 3 | -13% | -27% | -19% | -3%
C=CCn1c(SCc2ccccc2C#N)nnc1-c1cc(Br)ccc1O | 9% | -20% | 1% | -16% | 1 | -2% | -5% | -20% | -3%
C/C(CC(=O)Nc1ccc(Cl)cc1C(F)(F)F)=N\NC(N)=S | 1% | -4% | 2% | -28% | -3 | -4% | -4% | -45% | -20%
O=C(NCc1cccnc1)C1CCN(c2ccc(S(=O)(=O)N3CCOCC3)cc2Cl)CC1 | 4% | -18% | 1% | -1% | -4 | -5% | 1% | -10% | 16%
COc1ccc(OC)c(-n2nnnc2SCC(=O)Nc2ccccc2N2CCOCC2)c1 | -7% | -16% | 4% | 0% | -4 | -2% | -9% | 6% | -29%
Cc1ccc(CN2C(=O)c3ccccc3Sc3ccc(C(=O)NC4CCCC4)cc32)cc1 | 2% | 1% | nt | -16% | -8 | -12% | -7%[60.1 µM] | 16% | 0%
COc1cc(CO)cc(Br)c1OCC(=O)Nc1cccc2ccccc12 | 0% | -20% | -10% | -4% | -3 | -16% | -7% | -29% | 16%
Nc1cccc(CP(=O)(c2ccccc2)c2ccccc2)c1 | 2% | nt | 4% | 6% | 1 | -1% | 2% | -1% | nt
O=C(Nc1ccccc1Sc1ccccc1)c1ccccc1 | -1% | -22% | -1% | -19% | 2 | -1% | -20% | 28% | 17%
COc1ccc(S(=O)(=O)N(CC(=O)NCc2cccnc2)Cc2ccccc2)cc1 | -5% | -2% | 2% | -14% | -8 | 5% | -17% | 6% | 0%
CC(C)CC(O)(CC(C)C)C(=O)NNc1ccccc1 | -4% | -4% | 12% | 7% | -6 | -6% | -4% | 5% | 10%
CCCn1c(N2CCN(CC(=O)c3c(C)n(C)c4ccccc34)CC2)nc2c1c(=O)[nH]c(=O)n2C | -3% | -16% | -2% | 0% | -10 | -3% | -8% | 13% | -10%
O=C(Nc1cccc(C(F)(F)F)c1)c1cc(-c2ccc(Cl)s2)nc2ccccc12 | 5% | -1% | nt | 1% | -4 | -21% | 3% | -29% | 2%
CC(=O)/C(C)=N/O | nt | nt | 0% | nt | nt | -6%[57.1 µM] | -22%[60.1 µM] | -3%[56.9 µM] | 15%[57.1 µM]
COc1cccc(NC(=O)CSc2nc3ccccc3cc2Cc2ccccc2)c1 | nt | 70%[activator] | 9% | -18% | -7 | -8% | -8% | 17% | 13%
The results go on:
SMILES | ERG-DNA inh | Apoferritin bind | APEX1 inh | 12-LOX inh | LDHA inh | POLH inh | POLK inh | RGS4 inhibitor | Pol beta inh
CS(=O)(=O)Oc1ccc(/C=N/NC(=O)c2ccncc2)cc1 | 13% | -5% | 7% | 5% | -4 | -7% | 1% | 10% | -2%
CCCn1nc(NC(=O)c2cccc(Cl)c2)c2cc3cccc(C)c3nc21 | 2% | -10% | nt | ? | -13 | -19% | 7% | 2% | 4%
COc1ccccc1N1CCN(C2CCN(C(=O)c3cccs3)CC2)CC1 | 0% | -6% | -1% | ? | -16 | -11% | -13% | 3% | 7%
C[C@H](CO)N1C[C@H](C)[C@H](CN(C)S(=O)(=O)c2cn(C)cn2)Oc2ccc(NC(=O)Nc3ccc(C(F)(F)F)cc3)cc2CC1=O | 5% | nt | 15% | ? | 1 | -10% | 6% | -12% | nt

In another format: two of the compounds above.
Sequence of screens – ERG-DNA inh, Apoferritin bind, APEX1 inh, 12-LOX inh, LDHA inh, POLH inh, POLK inh, RGS4 inhibitor, Pol beta inh
COc1ccccc1N1CCN(C2CCN(C(=O)c3cccs3)CC2)CC1
  0%, -6%, -1%, ?, -16, -11%, -13%, 3%, 7%
CCCn1nc(NC(=O)c2cccc(Cl)c2)c2cc3cccc(C)c3nc21
  2%, -10%, nt, ?, -13, -19%, 7%, 2%, 4%

Screening data (PubChem BioAssay)
